DRD3 agonist = qHTS of D3 Dopamine Receptor Agonist: qHTS | D3R DiscoveRx beta-arrestin cells, luminescence, 90 min | max activation, % | AID 652048, 2013 | 410,000 tested, 0.58% active; in the data active means max activation above about 30%; further: 0% is about no effect; mostly tested at two doses, the higher about 12 µM
Target sequence (P35462 whole entry, looked up): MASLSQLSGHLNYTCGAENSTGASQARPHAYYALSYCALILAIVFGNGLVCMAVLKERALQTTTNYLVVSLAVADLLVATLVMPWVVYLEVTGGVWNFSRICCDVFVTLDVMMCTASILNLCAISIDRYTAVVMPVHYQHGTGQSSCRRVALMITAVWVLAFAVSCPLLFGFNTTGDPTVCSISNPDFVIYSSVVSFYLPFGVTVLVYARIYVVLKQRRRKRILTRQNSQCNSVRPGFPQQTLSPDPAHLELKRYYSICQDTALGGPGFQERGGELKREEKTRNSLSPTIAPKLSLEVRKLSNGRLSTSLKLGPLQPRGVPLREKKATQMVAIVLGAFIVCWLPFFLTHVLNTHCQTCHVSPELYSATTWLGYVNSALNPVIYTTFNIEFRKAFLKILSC
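Agonist-mode cell screen: cells plated at 1500/well and incubated overnight at 37 °C, then exposed to library compounds for 90 min at 37 °C. Detection reagent was added for 30–60 min at room temperature, and luminescence was read.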
PI5P4Ka inh = qHTS for Inhibitors of phosphatidylinositol 5-phosphate 4-kinase (PI5P4K) | 330,000 tested, 1.2% active | max response, % | AID 652105, 2013 | PI5P4Kalpha enzyme, ADP-Glo luminescence, 60 min; hits give low values; active means max response of -50% or lower; inconclusive means between -30% and -50%; inactive means -30% or higher; further: value at the top dose of about 77 µM; on the % scale 0 is the no-effect control and ±100 the full control effect
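Human PI5P4Kalpha with substrate in 0.038 M HEPES pH 7.4, 0.28 mM EGTA, 0.1% CHAPS, 5% DMSO; reaction started with 5 microM ATP (final), 60 min at room temperature. ADP formed read by ADP-Glo luminescence.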
PLK1 PBD inh = qHTS for Inhibitors of PLK1-PDB (polo-like kinase 1 - polo-box domain): Primary Screen; Serine/threonine-protein kinase PLK1 (Homo sapiens), P53350; Plk1 PBD binding of FITC phosphopeptide, fluorescence polarization; Potency, µM, for inactives: max response, negative = inhibition, usual class: inhibitors; 360,000 tested, 2.8% active; further: potency means the concentration at half of the fitted maximal effect; series mostly up to about 57 µM; on the % scale 0 is the no-effect control and ±100 the full control effect; nearly all actives have a fitted effect of over 65% in size
GLP1R inv ag = qHTS of GLP-1 Receptor Inverse Agonists (Inhibition Mode) | Glucagon-like peptide 1 receptor (Homo sapiens), P43220 | HEK293 GLP-1R CRE-luciferase, luminescence, 24 h; GLP-1R form is constitutively active | Potency, µM (titrated, usually from 38.3 µM), for inactives: at the highest dose activity change, negative = inhibition, most hits filed as inhibitors | 410,000 tested, 1.6% active | AID 624417, 2012; further: potency means the concentration at half of the fitted maximal effect; on the % scale 0 is the no-effect control and ±100 the full control effect; nearly all actives have a fitted effect of over 55% in size
Target sequence (P43220 whole entry, looked up): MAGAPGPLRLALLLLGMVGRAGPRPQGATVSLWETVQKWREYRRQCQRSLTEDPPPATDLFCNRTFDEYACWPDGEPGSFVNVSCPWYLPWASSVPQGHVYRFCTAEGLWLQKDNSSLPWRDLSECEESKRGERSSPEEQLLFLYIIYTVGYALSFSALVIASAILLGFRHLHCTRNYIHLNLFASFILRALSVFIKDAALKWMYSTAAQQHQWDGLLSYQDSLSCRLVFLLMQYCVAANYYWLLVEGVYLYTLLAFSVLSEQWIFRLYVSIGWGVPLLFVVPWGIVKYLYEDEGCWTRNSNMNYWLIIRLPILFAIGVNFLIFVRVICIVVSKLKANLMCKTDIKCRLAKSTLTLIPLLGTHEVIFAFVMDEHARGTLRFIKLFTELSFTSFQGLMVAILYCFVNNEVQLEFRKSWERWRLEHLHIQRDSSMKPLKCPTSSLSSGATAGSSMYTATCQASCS
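GLP-1R inverse agonism mode: basal reporter luminescence in engineered HEK293 cells measured after one day of compound exposure at 37 deg C, with a 12 min room-temperature detection step.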
GLP1R cytotox = qHTS of GLP-1 Receptor Inverse Agonists: Cytotox Screen | HEK293 cAMP-luciferase reporter cells, luminescence, 24 h | 410,000 tested, 0.13% active | Potency, µM (highest dose often 38.3 µM), for inactives: top-dose activity change, negative = inhibition, most hits filed as inhibitors;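 further: loss of luciferase light is scored as toxicity; potency means the concentration at half of the fitted maximal effect; on the % scale 0 is the no-effect control and ±100 the full control effect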
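1536-well qHTS counterscreen of the MLSMR; 200 cells/uL, 12 h pre-incubation, 23 nL cpd, 24 h at 37 deg C 5% CO2, luciferase detection reagent, 12 min RT, luminescence. Inhibition = undesired.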
GLP1R ag = qHTS of GLP-1 Receptor Agonists | AID 624172, 2012 | Potency, µM (top dose mostly 45.6 µM), for the others: at the top dose activation, actives largely listed as activators | 380,000 tested, 0.007% active | Glucagon-like peptide 1 receptor (Homo sapiens), P43220 | HEK293 GLP-1R CRE-luciferase, luminescence, 4-6 h; cells express a hypersensitive GLP-1R form; further: potency means the concentration at half of the fitted maximal effect; % of control where 0% means no effect
D3 antag = qHTS of D3 Dopamine Receptor Antagonist: qHTS | D(3) dopamine receptor (Homo sapiens), P35462 | D3R cells, DiscoveRx beta-arrestin luminescence, antagonist mode; hits give low values | max response, negative = inhibition, % | 360,000 tested, 2.5% active | AID 652054, 2013; in the data active means max response below about -50%; inconclusive means no clear call, values can overlap the other calls; further: on the % scale 0 is the no-effect control and ±100 the full control effect; mostly tested at two doses, the higher about 12 µM
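Cells plated overnight at 1500 cells/well, then exposed to library compounds with dopamine controls for 90 minutes at 37 degrees C. DiscoveRx reagent added for 30–60 minutes at room temperature; luminescence read, quantitative HTS format.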
IL2 activator = qHTS of IL-2 Activators; IL-2 activation reporter assay, cell-based qHTS; stimulated with anti-CD3/CD4/CD28 beads; in transgenic mouse T cells; activation, % (series mostly up to about 46 µM); 360,000 tested, 0.065% active; in the data active means activation above about 50%; inconclusive means mostly about 30% to 49%; further: 0% is about no effect
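Readout is EGFP and DsRed signal by fluorescent plate cytometry after 18 h at 37 degrees C. Transgenic mouse T cells (750/well) received compound for 60 min before bead stimulation (anti-CD3, anti-CD4, anti-CD28); memory T cells served as non-tolerant control.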
WRN helicase inh = qHTS for Inhibitors of WRN Helicase | WRN helicase unwinding, fluorescent forked duplex, kinetic | Potency, µM (highest dose often 114 µM), for the others: at the top dose activity change, negative = inhibition, most hits filed as inhibitors | 360,000 tested, 0.46% active | AID 651768, 2012; further: potency means the concentration at half of the fitted maximal effect; on the % scale 0 is the no-effect control and ±100 the full control effect; nearly all actives have a fitted effect of over 55% in size
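Primary qHTS, 1536-well format. 20 nM WRN + compound, 15 min RT; start with 100 nM forked fluorophore/quencher duplex, 2 mM ATP (final); kinetic read ex 525/em 598 nm.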
Numbers without * were called inactive; u = inconclusive; x = not tested or not shown; & = joins results of further samples; [ ] = another dose, or the depositor's remark. Unless noted, the call rests on the fitted dose curve; in most records, active means well fitted curve in the direction sought with a large enough effect; inconclusive means small, poorly fitted or top-dose-only effect, or another doubt; inactive means no such curve, though single readings can be large; an effect the other way counts as inactive or inconclusive. No enrichment for hits. About 7.8% of those tested had a hit in this group.

The opening four entries, to show the layout:
1	CCOC(=O)C1CCCN(C(=O)CCc2nc3sc4c(c3c(=O)[nH]2)CCCC4)C1 (stereo not drawn)
2	CC(C)(C)CNC(=O)C1(C)CCN1C(=O)Cc1ccc(C(C)(C)C)cc1 (stereo not drawn)
3	CC(C(=O)N1CCN(Cc2ccccc2)CC1)n1ncn2cccc2c1=O (stereo not drawn)
4	CCN(CC(=O)Nc1ccc(NC(C)=O)cc1)C(=O)CCCOc1ccc(C(C)(C)C)cc1
Assay by compound	1	2	3	4
GLP1R inv ag	-20%	7%	10%	u
IL2 activator	0.3	0.0	-0.6	-6.8
D3 antag	-7	u	-2	6
WRN helicase inh	-7%	1%	3%	9%
GLP1R ag	0%	6%	-2%	4%
GLP1R cytotox	2%	8%	-15%	u
PLK1 PBD inh	0%	2%	-2%	-2%
PI5P4Ka inh	6	0	5	-1
DRD3 agonist	3	17	-4	2

This part in full, from the first entry:
1	CCOC(=O)C1CCCN(C(=O)CCc2nc3sc4c(c3c(=O)[nH]2)CCCC4)C1 (stereo not drawn)
2	CC(C)(C)CNC(=O)C1(C)CCN1C(=O)Cc1ccc(C(C)(C)C)cc1 (stereo not drawn)
3	CC(C(=O)N1CCN(Cc2ccccc2)CC1)n1ncn2cccc2c1=O (stereo not drawn)
4	CCN(CC(=O)Nc1ccc(NC(C)=O)cc1)C(=O)CCCOc1ccc(C(C)(C)C)cc1
5	O=C1C(=O)N(Cc2cccnc2)C(c2cccc([N+](=O)[O-])c2)/C1=C(\O)c1ccc2c(c1)OCCO2 (stereo not drawn)
6	CCOc1ccccc1OCCCC(=O)N1CCN(S(=O)(=O)c2ccc(Cl)cc2)CC1
7	O=C1C=CC(=Nc2cccc3c2C(=O)c2ccccc2-3)O1
8	CCCCCCCCNCCS(=O)(=O)NCc1ccc(OC)cc1
Assay by compound	1	2	3	4	5	6	7	8
GLP1R inv ag	-20%	7%	10%	u	10%	-15%	6%	u
IL2 activator	0.3	0.0	-0.6	-6.8	1.5	6.6	-0.9	-0.7
D3 antag	-7	u	-2	6	-1	-3	4	-63*
WRN helicase inh	-7%	1%	3%	9%	1%	-1%	-17%	-1%
GLP1R ag	0%	6%	-2%	4%	0%	2%	24%	0%
GLP1R cytotox	2%	8%	-15%	u	-1%	6%	25%	-29%
PLK1 PBD inh	0%	2%	-2%	-2%	-16%	2%	-26%	-1%
PI5P4Ka inh	6	0	5	-1	1	-4	-6	23
DRD3 agonist	3	17	-4	2	-1	5	2	-24

9	COc1ccc(C(C)(C)C)cc1NC(=O)C1C2C=CC(C2)C1C(=O)O (stereo not drawn)
10	Cc1ccc(C)c(NC(=S)NNC(=O)c2cc3c(s2)CCC(C)C3)c1 (stereo not drawn)
11	Cc1ccc(OCC(=O)Nc2ccc(C(N)=O)cc2)cc1
12	COc1ccc(C(=O)NCC(C)NC(=O)c2ccc(OC)c(OC)c2)cc1OC (stereo not drawn)
13	CC(=O)c1ccc(-c2ccc([C@H]3[C@@H]4C=CCC[C@@]4(C)C(=O)N3Cc3ccccc3)c(F)c2)cc1
14	CCN1CCSc2ccc(C(=O)NCc3cccc(Br)c3)cc21
15	CN(CC(=O)Nc1ccc(F)cc1)C(=O)COc1ccccc1Cc1ccccc1
16	COc1ccc(-n2nc(C(=O)NCC(=O)N3CCCCC3)c3ccccc3c2=O)c(OC)c1
Assay by compound	9	10	11	12	13	14	15	16
GLP1R inv ag	-18%	17%	8%	98%[activator]	11µM*	10µM*	u	9%
IL2 activator	0.2	-0.1	-4.1	0.3	-0.5	-3.1	-2.5	0.2
D3 antag	3	-2	-4	1	0	u	-16	-18
WRN helicase inh	-5%	-8%	11%	-33%	-1%	-4%	1%	6%
GLP1R ag	7%	-14%	0%	7%	-6%	18%	0%	29%
GLP1R cytotox	10%	0%	-2%	-4%	-5%	2%&10%	-8%	-3%
PLK1 PBD inh	-2%	-12%	6%	-5%	-18%	-3%	-4%	-15%
PI5P4Ka inh	-2	-10	-3	5	1	-1	17	-4
DRD3 agonist	2	4	4	2	48*	-15&-18	-25	-12

17	Cc1cc(C(=O)N/N=C/c2ccc(-c3cccc(Cl)c3)o2)n[nH]1
18	CC(C)(C)NC(=O)NC(=O)CSc1ncccn1
19	COc1ccc(NC(=O)C2CCC(C(C)(C)C)CC2)cc1S(=O)(=O)N1CCCCC1 (stereo not drawn)
20	Cn1nccc1/C=N\NC(=O)c1ccc(Cl)cc1
21	Cc1ccc(NC(=O)CN(C)CC(=O)N(CC(C)C)c2c(N)n(CC(C)C)c(=O)[nH]c2=O)c(C)c1
22	CC(C)c1ccccc1NC(=S)N1CCN(S(=O)(=O)c2cccs2)CC1
23	CCOC(=O)CSc1nc2ccccc2n1CC(=O)N(C(C)C)C(C)C
24	Cc1ccccc1SCC(=O)NC1CCOC1=O (stereo not drawn)
Assay by compound	17	18	19	20	21	22	23	24
GLP1R inv ag	u	1%	-27%	5%	5%	-18%	-4%	5%
IL2 activator	-2.2	0.3	0.2	-0.4	0.6	-1.7	-2.8	-1.0
D3 antag	-61*	-4	5	14	-23	-19	14	-23
WRN helicase inh	-13%	5%	-22%	1%	4%	-9%	-5%	5%
GLP1R ag	14%	-1%	6%	7%	5%	1%	7%	-13%
GLP1R cytotox	-15%	2%	0%	-5%	0%	-3%	0%	5%
PLK1 PBD inh	2%	4%	4%	-4%	-4%	-5%	-6%	u
PI5P4Ka inh	-6	-1	11	-5	-1	0	x	0
DRD3 agonist	-1	1	3	-5	-3	13	4	-7

25	COc1ccc(C(C(=O)NC2CCCCC2)N(C(=O)c2sc(C)nc2C)c2ccc(C(C)=O)cc2)cc1 (stereo not drawn)
26	COc1ccc(NC(=S)Nc2ccccn2)c(OC)c1
27	CCOCCCNC(=O)c1c(N)n(-c2ccc(S(N)(=O)=O)cc2)c2nc3ccccc3nc12
28	O=S1(=O)NC(=NCCc2ccccn2)c2ccccc21
29	O=C(CCCCn1c(=O)[nH]c2ccccc2c1=O)NC1CCN(Cc2ccccc2)CC1
30	CCOC(=O)Cn1cnc2c(cnn2-c2ccc(OC)cc2)c1=O
31	COc1ccc(C(=O)Nc2ncc(C)s2)cc1S(=O)(=O)N1CCOCC1
32	CCc1ccc(C(O)c2ncc(-c3ccccc3OC)[nH]2)cc1 (stereo not drawn)
Assay by compound	25	26	27	28	29	30	31	32
GLP1R inv ag	1%	u	1%	12%	13%	27%	3%	-33%
IL2 activator	-1.8	-1.6	0.7	-1.1	-0.7	-4.7	0.3	-0.5
D3 antag	-14	0	-1	12	0	10	12	0
WRN helicase inh	-1%[11.6 µM]	2%	3%	-10%	-6%	4%	-3%	6%
GLP1R ag	-1%	5%	-9%	-1%	-1%	9%	26%	23%
GLP1R cytotox	4%	-15%	132%[activator]	1%	1%	-2%	-9%	1%
PLK1 PBD inh	-1%	-25%	-2%	-11%	-12%	-4%	-4%	2%
PI5P4Ka inh	x	3	-8	8	-4	-7	-4	-8
DRD3 agonist	1	-2	1	4	-4	4	3	-14

33	COc1ccc(CNc2nc3nc(-c4ccccc4)cc(=O)n3[nH]2)cc1OC
34	Cc1nc(N2CCOCC2)c2c3c(sc2n1)CCC3
35	Cc1cc(C)nc(N2CCC(C(=O)N3CCN(c4cc(Cl)ccc4C)CC3)CC2)n1
36	Cn1c(=O)oc2cc(S(=O)(=O)NCCC(=O)NCc3ccccc3Cl)ccc21
37	Cc1ccc(NCC(=O)Nc2ccc(Br)cc2)cc1F
38	C=CCN(CC=C)C(=O)CN1C(=O)NC(Cc2c[nH]c3ccccc23)C1=O (stereo not drawn)
39	O=S(=O)(c1ccc(Br)s1)N1CCN(c2ncccn2)CC1
40	CCOC(=O)c1c(C)nc2c(c1-c1ccccc1)C(=O)CC(C)(C)C2
41	CCOc1ccc(OCc2ccc(C(=O)NC(C)C)o2)cc1
42	COc1nccc(NCc2ccccc2)c1C#N
Assay by compound	33	34	35	36	37	38	39	40	41	42
GLP1R inv ag	6%	-8%[0.307 µM]	u	1%	8%	u	2%	u	-2%	4%
IL2 activator	0.3	0.4	-3.5	-2.8	0.9	0.5	-0.1	-0.1	-1.2	1.3
D3 antag	-8	7	115	-2	13	17	-79*	12	0	11
WRN helicase inh	-14%	1%	-7%	-3%	-24%[57.1 µM]	1%[57.1 µM]	-12%	-3%	0%	-12%
GLP1R ag	-7%	-1%	-17%	-2%	-8%	10%	-20%	19%	-6%	3%
GLP1R cytotox	18%	12%[0.307 µM]	-27%	2%	-9%	-5%	-6%	-8%	9%	8%
PLK1 PBD inh	-6%	-14%	-3%	24µM*	-2%	0%	-16%	-8%	-22%	-15%
PI5P4Ka inh	9	2	x	-3	-2	1	x	-1	-2	0
DRD3 agonist	4	-7	65*	6	0	4	-17	-6	2	-2

From PubChem BioAssay
